CF NFkB inh: cystic fibrosis NF-kB activation inhibition | KKLEB NF-kB-GFP reporter, PAF-induced, GFP fluorescence overnight | inhibition, % at 5 µM | 360,000 tested, 0.86% active | AID 588850;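 active = at least 50% inhibition at 5 µM, scaled per plate between neutral and stimulator controls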;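 note: PAF is a Pseudomonas aeruginosa culture filtrate used as stimulus; plate controls were PAF-stimulated DMSO wells for no effect and unstimulated DMSO wells for full effect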
Shn3 3UTR inh: inhibitors of Schnurri-3 3'UTR reporter in osteoblasts. Clone20 osteoblast Shn3 3'UTR firefly luciferase, 24 h. inhibition, % at 12.5 µM. 360,000 tested, 0.52% active;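 active = mean inhibition of at least 75% with every replicate also reaching 75%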;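 note: 0% = median of neutral control wells and 100% = pilot-screen positive control compound; some compounds past the cut are filed as inactive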
NR2E3 ag-1: agonists of human NR2E3 nuclear receptor. Q9Y5X4. CHO-S Gal4-NCOR/VP16-NR2E3 two-hybrid, luciferase. inhibition of corepressor binding, % at 3.98 µM. 360,000 tested, 0.35% active. AID 602229;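 active = inhibition above the mean of all tested compounds plus 3 SD, cut at about 70% in these data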;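 note: 0% = DMSO with NR2E3 transfected cells and 100% = cells lacking NR2E3 construct; higher means lower luciferase signal from less NR2E3 corepressor binding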
Target sequence (Q9Y5X4 whole entry, looked up, the tested form may be a part): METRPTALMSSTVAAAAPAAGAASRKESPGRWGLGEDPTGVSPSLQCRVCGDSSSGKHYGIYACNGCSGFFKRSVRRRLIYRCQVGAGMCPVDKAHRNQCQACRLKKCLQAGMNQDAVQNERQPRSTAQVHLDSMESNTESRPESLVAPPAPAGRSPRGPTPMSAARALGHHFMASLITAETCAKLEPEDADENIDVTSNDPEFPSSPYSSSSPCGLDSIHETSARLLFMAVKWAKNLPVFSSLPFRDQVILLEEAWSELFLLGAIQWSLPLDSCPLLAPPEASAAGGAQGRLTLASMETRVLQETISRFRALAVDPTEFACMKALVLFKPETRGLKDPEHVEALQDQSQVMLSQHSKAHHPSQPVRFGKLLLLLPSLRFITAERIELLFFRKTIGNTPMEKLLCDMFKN
TRPM1 prom inh: MITF TRPM1 promoter inhibition in SK-MEL-5 cells. SK-MEL-5 TRPM1 promoter luciferase, 24 h. inhibition, % at 12.5 µM. 330,000 tested, 0.83% active. AID 488899;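 active = mean inhibition across replicates of 60% or more, whatever share of single replicates reaches that level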; note: values of inactives mirror those of a sister screen read the other way
KKLEB tox: CF airway cell cytotoxicity counter-screen. KKLEB CF airway cells viability, ATPlite luminescence, overnight; stronger effect = lower value; cells stimulated with P. aeruginosa culture filtrate. activity change (cytotoxicity), % at 5 µM. 360,000 tested, 0.36% active. AID 602141;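 active = corrected activity change at or below -50% at 5 µM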
HIF-2a inh: HIF-2a inhibition. AID 624352. 360,000 tested, 0.72% active. 786-0 RCC cells HIF-2a reporter, luciferase luminescence, overnight. inhibition, % at 18.8 µM;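 active = inhibition of the luminescence signal of 40% or more relative to plate controls, in a single-dose primary screen at 18.75 µM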
hiPSC survival: enhancers of human iPSC single-cell survival | survival enhancement, % at 20 µM | hiPSC single-cell survival, ATPlite luminescence; 100% = ROCK inhibitor wells, 0% = DMSO | 360,000 tested, 0.044% active; in the data active = survival enhancement above about 18%;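 note: cells exposed to compounds for 16 hours before the ATP read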
TWEAK-Fn14 inh: blocks TWEAK-Fn14 interaction in a reporter cell assay; TWEAK-stimulated Fn14 reporter cells, luciferase luminescence, 8 h; inhibition, % at 10 µM; 360,000 tested, 2% active; AID 1159606; in the data active = inhibition above about 50%
NR2E3 ag-2: agonists of human nuclear receptor NR2E3; AID 2300; GST-NR2E3/biotin-RetCOR TR-FRET, 1536-well; inhibition of corepressor binding, % at 4.78 µM; 320,000 tested, 0.12% active; Q9Y5X4;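 active = percent inhibition above the cutoff of mean plus 3 SD of all tested compounds, set per screening campaign, cut at about 20% in these data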;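 note: 0% = DMSO wells and 100% = biotin wells as full block of FRET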
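System: GST-NR2E3 and biotin-RetCOR proteins; probe or stimulus: 7 nM biotin-RetCOR; doses: compound at 4.8 µM, single dose; schedule: Compound–protein incubation for 5 h at 4 °C; detection: time-resolved FRET; read-out: percent inhibition; controls: biotin wells as high control, 0.6% DMSO wells as low control; format: 1536-well plates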
Peg3 promoter: Peg3 promoter activity inhibition; HeLa PEG-Prom luciferase reporter, luminescence, overnight; AID 588405; 360,000 tested, 1.7% active; inhibition, % at 20 µM;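 active = inhibition of at least 50% at 20 µM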
aDG glyco act: increases alpha dystroglycan glycosylation. activation, % at 10 µM. 360,000 tested, 0.22% active. Pro5-aDG cells, alpha-DG glycosylation AlphaScreen (IIH6); 0% Pro5, 100% B10-LARGE cell signal;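 active = activation of at least 8% versus controls, or a plate z-score of at least 8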;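 note: Pro5 are CHO cells carrying HIG-tagged alpha-DG that lacks glycosylation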
An asterisk follows results filed as active; / = no result given.

SMILES	CF NFkB inh	Shn3 3UTR inh	NR2E3 ag-1	TRPM1 prom inh	KKLEB tox	HIF-2a inh	hiPSC survival	TWEAK-Fn14 inh	NR2E3 ag-2	Peg3 promoter	aDG glyco act
COc1ccc(-c2c(C#Cc3ccsc3)c3cc(-c4ccc(C(N)=O)cc4)ccc3n2C)cc1	4	7	13	1	-8	2	-1.3	0	/	18	-0.6
COc1ccc(CCNC(=O)c2c(C)noc2C)cc1	13	-13	-16	0	8	0	1.9	8	1	5	-0.1
COc1ccc2[nH]c(=O)c(CN(C(=O)c3cccnc3)c3ccc(C)cc3C)cc2c1	3	12	-23	-5	-6	17	-0.4	-7	3	2	-0.1
Cc1ccc(NC(=O)COC(=O)CCc2ccccc2)c(Cl)c1	3	-12	-50	-1	2	3	-0.1	9	1	-13	-0.1
COc1ccc(/C=N/NS(=O)(=O)c2ccccc2)cc1OC	-11	24	-9	4	2	7	0.1	-15	3	25	-0.1
CCOC(=O)C1(Cc2cccc(Cl)c2)CCCN(C(=O)c2cc(C)on2)C1 (stereo not given)	28	-66	-57	-22	-14	-145	0.7	-22	/	-124	0.1
COc1cc2c(C(=O)N3CCN(c4cccc(Cl)c4)CC3)cn(C)c(=O)c2cc1OC	10	5	-24	11	2	5	-0.5	18	2	29	0.1
Cc1ccc2c(c1)C(C)CC(C)(C)N2C(=O)CN1CCN(C)CC1 (stereo not given)	5	/	20	-5	-12	14	-0.7	6	3	18	0.4
CCOc1ccccc1NC(=O)c1ccccc1N(C)S(=O)(=O)c1ccc(C)cc1	2	21	6	-3	3	14	0.0	-1	1	-92	0.0
CCc1ccc(NC(=O)C2CCN(S(=O)(=O)c3ccc4c(c3)NC(=O)C(C)S4)CC2)cc1 (stereo not given)	14	90*	12	25	-1	5	0.1	40	0	35	0.7
Cc1ccc(NC(=O)COC(=O)C2(CC(=O)NC(C)(C)C)CCCC2)cc1C	0	38	-17	7	5	-4	-3.4	5	/	11	0.4
CCc1n[nH]c2c1/C(=N/O)CCC2	1	-1	-7	-8	-3	5	-2.8	11	-1	-11	-0.1
O=C(COc1ccccc1Cl)Nc1ccc(N2CCCC2)cc1	-19	-7	-44	4	-1	-202	-0.5	-37	4	-178	0.0
Cc1ccc(S(=O)(=O)C(CCC(=O)c2ccc(Cl)cc2)C(N)=O)cc1 (stereo not given)	1	-7	12	-4	2	20	0.1	-11	-4	25	0.5
CC1CCCC(NC(=O)c2ccc(F)c(S(=O)(=O)N3CCOCC3)c2)C1C (stereo not given)	-14	8	20	2	5	-4	-0.3	-6	0	-18	0.8
O=C(Nc1nnc(CCc2ccccc2)s1)c1cccc(F)c1	3	-14	-26	-35	0	-186	-0.5	-6	2	-114	0.0
COc1cccc(CN(C)C(=O)C2CCN(S(=O)(=O)c3cccs3)CC2)c1OC	-2	9	-11	6	10	-2	-1.7	-13	2	2	0.3
CC1=C(C(=O)N(C(C)C)C(C)C)CC(CC(=O)NCCCN(C)C)C(=O)N1CCC1=CCCCC1 (stereo not given)	-22	8	13	/	5	4	-1.7	-25	/	-18	-0.1
O=C(CN1C(=O)NC2(CCCC2)C1=O)Nc1ccccc1-c1ccccc1	11	4	-14	0	3	5	-0.2	-1	2	4	0.0
COc1ccc(-c2noc(-c3ccccc3C(=O)N3CCOCC3)n2)cc1	6	3	4	10	-8	5	-2.4	18	4	8	0.4
C=CCC1(CC=C)CCCN1C(=O)Cn1nnnc1CN(C)C(C)C	-5	-11	-2	10	5	10	0.0	0	4	9	0.1
CCCCNCC(=O)Nc1ccc(NC(=O)CNCCCC)cc1	-14	12	-4	-2	-4	14	-2.8	-3	-1	-10	1.2
CCOC(=O)C1CCCN(CC(=O)N(C)c2c(N)n(Cc3ccccc3)c(=O)[nH]c2=O)C1 (stereo not given)	-2	-3	-21	-1	16	-6	0.0	3	/	13	0.2
CCCCn1cnc2c(cnn2-c2ccc(F)cc2)c1=O	7	-17	-49	-33	-9	-193	-2.9	-7	2	-216	0.1
Cc1nnc(SCC(=O)Nc2ncc(Cl)cc2Cl)n1Cc1ccccc1	-17	-15	-5	9	7	4	4.5	-6	-3	1	0.0
CCOc1ccc(-n2c(SCc3ccc(C#N)cc3)nnc2-c2cccnc2)cc1	3	6	-19	5	-1	28	-0.2	-11	4	6	0.7
COc1ccc(Cc2noc(CN(C)C3CC(C)(C)NC(C)(C)C3)n2)cc1OC	0	6	-8	-1	0	14	0.2	-4	-1	10	-0.1
C[C@H]1CN([C@@H](C)CO)C(=O)c2cc(-c3cccc(C#N)c3)cnc2O[C@H]1CN(C)C(=O)c1ccccn1	-8	-3	-19	/	11	4	-1.2	-2	/	4	-0.1
Clc1ccc(CSc2nnc(-c3ccccn3)n2Cc2cccs2)cc1Cl	0	9	3	/	11	-8	-2.1	11	/	16	0.6
Cc1cccc(C)c1N(CC(=O)NCc1ccco1)C(=O)CNS(=O)(=O)c1ccc(F)cc1	-13	26	-30	8	-10	6	-0.2	27	1	7	0.2
Cc1nc2ccc(C(=O)NCCc3c[nH]c4ccccc34)cn2c1N(C)C(=O)CCc1ccccc1	-7	-5	26	/	1	13	1.1	6	/	14	-0.1
N#C/C(=C\c1cccs1)C(=O)NCc1ccco1	-6	-46	6	-14	13	-33	-0.7	-19	-2	-65	0.3
NC(Cc1ccc(F)cc1)c1csc(Nc2ccc(C(F)(F)F)cn2)n1 (stereo not given)	35	19	-13	/	-10	7	-2.0	-9	/	95*	-0.6
O=C(Nc1ccc(S(=O)(=O)N2CCCCC2)cc1)C1CC(=O)N(c2ccccc2)C1 (stereo not given)	-2	2	-21	/	1	13	0.3	20	6	17	0.0
CCOc1cc(/C=N/NC(=O)c2ccccc2-n2cccc2)ccc1O	-3	80	-17	-2	12	10	0.1	20	5	25	0.3
CN(C)C=Nc1ccc(Cl)c(Cl)c1	-8	-36	6	-8	10	4	-0.1	-6	0	10	0.3
COc1c(C)cc(C(=O)C2CCCN(S(=O)(=O)c3c(C)noc3C)C2)cc1C (stereo not given)	0	-11	-10	10	-2	12	-0.8	35	0	35	0.4
CCCCNC(=S)NNC(=O)c1cc(C2CC2)nc2ccccc12	3	3	-13	12	-17	-7	-0.5	-1	/	16	-0.3
CCc1cccc(C)c1NC(=O)c1cccc(N(C)C)c1	-7	-4	-9	14	-11	9	-1.4	-3	2	7	0.0
CCN(CC)c1ccc(C2NCC(c3ccc([N+](=O)[O-])cc3)O2)cc1 (stereo not given)	-10	6	-16	-20	-4	-20	-0.1	-13	4	3	0.4
O=C(c1ccc(Cl)cc1)c1c[nH]cc1-c1ccccc1	0	9	-19	2	6	-3	0.1	-13	0	-2	0.1
O=C1CN(C(=O)COC(=O)/C=C/c2ccc(F)cc2)c2ccccc2N1	4	-10	-13	7	1	8	-4.0	2	/	8	0.3
CCOC(=O)N1CCC(NC(=O)C(Cc2ccccc2)NC(=O)C2CCCCC2)CC1 (stereo not given)	-8	-4	1	4	2	12	-1.5	-12	-3	16	0.2
CCN1C(=NCCCCO)N[C@@H](c2cccc(C(F)(F)F)c2)C(C(=O)OC)=C1C	28	10	-37	-5	-12	9	-2.3	9	4	4	0.2
O=C(COC(=O)CNS(=O)(=O)c1c(Cl)cccc1Cl)Nc1cccnc1Cl	9	-19	0	7	11	16	-1.4	0	2	9	0.0
CC(=O)c1c(C)[nH]c(C(=O)NCc2ccc(C)cc2)c1C	-8	0	-20	-8	0	-35	7.6	0	-1	-41	-0.2
O=C(CSc1nnc(COc2ccc(Cl)cc2)o1)OC1CCCCC1	0	-2	-14	6	9	14	1.9	-8	0	11	-0.1
COC(=O)c1cn(-c2ccccc2)nc1-c1ccncc1	-24	-69	2	4	18	8	0.6	3	1	-6	-0.3
COc1ccc(CC(=O)N[C@@H](C)C(=O)N2CCC3(CC2)NCCc2[nH]cnc23)cc1	19	-28	4	0	-6	15	-0.6	18	-2	-9	0.0
CSCCC(NS(=O)(=O)c1ccccc1)C(=O)OCc1nc2ccsc2c(=O)[nH]1 (stereo not given)	-37	-17	13	-3	-3	8	-0.4	19	1	4	-0.1
CCOc1ccc(C(=O)COC(=O)c2nn(CC)c(=O)c3ccccc23)cc1	9	1	8	-4	16	13	0.2	-8	3	1	-0.1
CCOc1ccc(CN(C)c2nc(-c3cccnc3)nc3ccccc23)cc1OC	-2	51	-6	13	-2	14	-0.2	12	2	33	0.2
O=C(O)c1ccc(CSCc2ccccc2)o1	-23	-9	-5	/	2	8	1.2	-11	/	10	0.1
c1ccc(Cc2c(C3CCCCC3)nc3c4ccccc4ccn23)cc1	/	/	-122	/	/	-197	-1.2	-7	/	/	-0.1
Cc1ccc(OCCOCCNC(C)C)c(Br)c1	6	8	23	11	-1	12	3.1	-18	-3	-2	0.5
O=C1CC(c2ccco2)Sc2nc3ccccc3n21 (stereo not given)	6	-40	-61	6	4	-126	2.2	-1	2	-82	0.0
COc1ccc(CN(C)CC(=O)NC(=O)NCc2ccccc2)c(OC)c1	12	0	5	7	-5	11	-0.2	0	2	15	0.2
COc1ccc(-n2nc([N+](=O)[O-])c(=NCCc3cccc(C)c3)n2O)cc1	12	-2	-26	-7	2	1	0.9	14	-1	-17	0.1
CCN(c1cccc(C)c1)C1C(=O)c2ccccc2N1C(C)=O (stereo not given)	7	-5	-12	9	-2	-9	-0.5	-4	2	3	0.2
Cc1cccc(NC(=O)CSc2nnc(CCNC(=O)OC(C)(C)C)o2)c1C	-13	4	-4	3	-15	19	-0.5	-11	0	13	-0.1
Other structures.
SMILES	CF NFkB inh	Shn3 3UTR inh	NR2E3 ag-1	TRPM1 prom inh	KKLEB tox	HIF-2a inh	hiPSC survival	TWEAK-Fn14 inh	NR2E3 ag-2	Peg3 promoter	aDG glyco act
Cc1sc2nc(CN3CCOCC3)nc(Oc3ccc(NC(=O)c4ccco4)cc3)c2c1C	4	16	5	-9	-4	25	-1.8	18	-2	9	0.1
CC(C)C(=O)NC(c1ccc(N(C)C)cc1)c1c(O)ccc2ccccc12 (stereo not given)	-2	/	-2	9	-4	16	1.4	33	0	20	-0.3
Cc1cc(C)nc(NS(=O)(=O)c2ccc(NC(=O)c3ccccc3[N+](=O)[O-])cc2)n1	-8	-30	1	-12	-8	18	-0.5	10	0	2	-0.1
CCCn1nnc(NC(=O)c2ccc(-c3ccccc3)cc2)n1	11	-48	9	-93	6	-320	1.2	-7	-3	-290	0.5

Some of these compounds in order of their number in CF NFkB inh, lowest first.
| Molecule | CF NFkB inh | Shn3 3UTR inh | NR2E3 ag-1 | TRPM1 prom inh | HIF-2a inh | TWEAK-Fn14 inh | NR2E3 ag-2 | Peg3 promoter | aDG glyco act |
| --- | --- | --- | --- | --- | --- | --- | --- | --- | --- |
| CCc1cccc(C)c1NC(=O)c1cccc(N(C)C)c1 | -7 | -4 | -9 | 14 | 9 | -3 | 2 | 7 | 0.0 |
| O=C(CSc1nnc(COc2ccc(Cl)cc2)o1)OC1CCCCC1 | 0 | -2 | -14 | 6 | 14 | -8 | 0 | 11 | -0.1 |
| CCCCNC(=S)NNC(=O)c1cc(C2CC2)nc2ccccc12 | 3 | 3 | -13 | 12 | -7 | -1 | / | 16 | -0.3 |

Compound activity deposited in PubChem BioAssay by several laboratories.
